TCR act = activates T cell receptor signaling. primary human leukocytes, anti-CD3, IL-2 HTRF, 48 h. Potency, µM (series often up to 9.22 µM), without a hit: at the top dose activation of IL-2 secretion, most hits filed as activators. 330,000 tested, under 10 active. AID 504894; also: % of control where 0% means no effect
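Primary human leukocytes incubated 48 hr with anti-CD3 beads plus compound, without co-stimulation. Secreted IL-2 measured by HTRF (europium cryptate/d2 anti-IL-2 pair, 320 nm excitation, 665 nm emission).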
Tb PFK block = blocks T. brucei phosphofructokinase. O15648. T. brucei PFK, ADP-Glo luminescence. Potency, µM (series often up to 57.5 µM), for the others: at the top dose activity, negative = inhibition, usual class: inhibitors. 330,000 tested, 0.17% active. AID 485367;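 also: potency is read from the fitted curve at half-maximal effect; 0% = uninhibited 1x PFK enzyme wells and -100% = no-enzyme wells; nearly all actives have a fitted effect of over 60% in size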
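Compounds were pin-transferred as a titration series up to 57 uM into substrate buffer (0.5 mM F6P, 0.1 mM ATP, pH 8.0), then 1.25 nM PFK was added and reactions ran 45 min before ADP-Glo detection.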
BCR signal inh = inhibitors of chronic active B-cell receptor signaling; ABC-DLBCL IkBa-CBG/CBR reporter, luminescence ratio, 4 h; AID 493014; 340,000 tested, 0.05% active; Potency, µM (highest dose often 46.1 µM), for the others: at the highest dose ratio change, negative = lower green/red ratio, actives largely listed as inhibitors; active = well fitted inhibition curve with a large enough effect in the signal ratio, with a control signal flat, not every such curve was filed as active; inconclusive = small, poorly fitted or top-dose-only effect, or effect the other way, or a change in a side signal; the % refers to the signal ratio;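 also: potency is read from the fitted curve at half-maximal effect; plate controls were basal doxycycline-induced cells for no effect and cells given 10 µM MG132 for full effect; MG132 reads +100%, hits lower the ratio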
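TMD8 ABC-DLBCL cells carrying doxycycline-inducible green luciferase fused to IkappaBalpha plus unfused red luciferase were exposed to compounds (up to 46 uM) for 4 hrs at 37C. Activity came from the overlap-corrected green/red luminescence ratio.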
GALK inh = blocks human galactokinase activity | P51570 | Purified GALK, Kinase-Glo residual ATP luminescence | Potency, µM (doses to about 57.5 µM), without a hit: at the highest dose activity change, negative = inhibition, actives largely listed as inhibitors | 270,000 tested, 0.007% active; also: potency is read from the fitted curve at half-maximal effect; % is scaled to controls: 0 for no effect and ±100 for the full control effect
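The enzyme phosphorylates galactose (100 uM) using ATP (35 uM); inhibition is detected as higher residual ATP, quantified by bioluminescence after 1 h reaction at room temperature, pH 8.0.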
A-T KAP1 phos = potential ataxia-telangiectasia treatment; […] A-T fibroblasts, KAP-1 phosphorylation AlphaLISA; neocarzinostatin DNA damage 30 min before lysis; Potency, µM (highest dose often 57.5 µM), for inactives: at the highest dose activation, usual class: activators; 320,000 tested, 0.19% active; AID 485349; also: potency is read from the fitted curve at half-maximal effect; % of control where 0% means no effect; nearly all actives have a fitted effect of over 45% in size
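hTERT-immortalized A-T patient fibroblasts ([…]), 500 cells/well in OPTI-MEM, 1% FBS, got compounds for 60 min, then NCS for 30 min at 37C. Lysates were then assayed for phospho-KAP-1 by AlphaLISA (anti-pKAP1 donor, anti-KAP1 acceptor beads), 6 hr at 25C.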
hERG WT inh = inhibitors of human wildtype KCNH2 potassium channel; Q12809; U2OS, BacMam KCNH2, thallium flux FluxOr; stronger effect = lower value; activity change, % at 1.84 µM; 340,000 tested, 0.37% active; AID 720551;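 active = maximum activity change below -70%; inconclusive = maximum activity change between -70% and -50%; inactive = maximum activity change above -50%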; also: % is scaled to controls: 0 for no effect and ±100 for the full control effect
Target sequence (Q12809 whole entry, looked up): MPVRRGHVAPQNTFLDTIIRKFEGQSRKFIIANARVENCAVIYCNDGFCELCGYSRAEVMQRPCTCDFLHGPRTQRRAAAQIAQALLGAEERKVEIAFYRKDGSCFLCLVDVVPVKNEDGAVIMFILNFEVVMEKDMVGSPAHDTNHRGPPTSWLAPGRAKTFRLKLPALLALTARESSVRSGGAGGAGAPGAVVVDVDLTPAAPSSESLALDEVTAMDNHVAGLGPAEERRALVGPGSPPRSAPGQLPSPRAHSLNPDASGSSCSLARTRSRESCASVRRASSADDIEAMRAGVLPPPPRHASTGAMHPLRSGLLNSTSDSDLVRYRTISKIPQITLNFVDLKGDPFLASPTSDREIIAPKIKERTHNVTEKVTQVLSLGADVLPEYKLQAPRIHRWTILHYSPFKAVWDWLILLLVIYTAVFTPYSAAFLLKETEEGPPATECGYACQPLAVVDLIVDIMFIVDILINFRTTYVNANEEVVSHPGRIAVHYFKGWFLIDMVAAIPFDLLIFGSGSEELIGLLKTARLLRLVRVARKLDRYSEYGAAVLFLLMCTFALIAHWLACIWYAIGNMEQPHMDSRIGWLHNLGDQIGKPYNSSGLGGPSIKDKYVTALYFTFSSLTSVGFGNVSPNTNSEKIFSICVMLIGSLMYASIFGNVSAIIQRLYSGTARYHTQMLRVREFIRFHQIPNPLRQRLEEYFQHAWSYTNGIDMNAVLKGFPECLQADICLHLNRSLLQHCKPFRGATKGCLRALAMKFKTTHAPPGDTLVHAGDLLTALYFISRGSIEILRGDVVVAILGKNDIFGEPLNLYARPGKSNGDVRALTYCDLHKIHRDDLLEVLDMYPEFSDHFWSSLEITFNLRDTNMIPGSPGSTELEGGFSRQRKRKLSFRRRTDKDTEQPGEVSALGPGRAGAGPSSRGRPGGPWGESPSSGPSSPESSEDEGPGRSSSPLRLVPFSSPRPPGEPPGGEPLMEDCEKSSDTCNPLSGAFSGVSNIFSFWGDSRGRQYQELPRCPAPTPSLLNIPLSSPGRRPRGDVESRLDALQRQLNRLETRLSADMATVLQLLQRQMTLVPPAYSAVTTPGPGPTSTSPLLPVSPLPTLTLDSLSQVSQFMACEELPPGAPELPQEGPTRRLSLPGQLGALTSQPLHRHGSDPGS
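U2OS cells transduced with wild-type KCNH2 virus are loaded with FluxOr dye for 45 min, and thallium flux is measured in kinetic reads before and after stimulation buffer. Rate constants are normalized to DMSO controls.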
MLL CXXC-DNA inh = MLL CXXC-DNA interaction inhibition | Q03164 | MLL-CXXC / FITC-HOXA9 DNA fluorescence polarization | Potency, µM (titrated, usually from 115 µM), for the others: top-dose activity change, negative = inhibition, actives largely listed as inhibitors | 290,000 tested, 0.037% active | AID 2662; active = well fitted inhibition curve with a large enough effect in the polarisation, with a control signal flat, not every such curve was filed as active; inconclusive = small, poorly fitted or top-dose-only effect, or effect the other way, or a change in a side signal; inactive = no such curve, though single readings can be large or run the other way; the % refers to the polarisation; also: potency is read from the fitted curve at half-maximal effect
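Steps: dispense CXXC domain solution (7 uM) → pin compounds or unlabeled HOX-A9 DNA control → 5 min ambient → add FLSN-HOX-A9 solution (50 nM) → spin → 30 min ambient → fluorescence polarization. Tris pH 7.5/NaCl/DTT/BSA buffer.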
FBPA coupling cs = counter-screen for Giardia aldolase inhibitors: coupling enzyme system; coupling enzyme system counterscreen, AmpLite Red fluorescence; 290,000 tested, 0.67% active; activity change, negative = inhibition, % at 58.2 µM, hits read low; AID 2472; in the data active = activity change below about -30%; also: % is scaled to controls: 0 for no effect and ±100 for the full control effect
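Coupling enzymes only (glyceraldehyde-3-phosphate) + compound, at 57.5 uM final, 10 min RT; add substrate/coupling/AmpLite Red mix, 20 min RT; fluorescence ex 525/em 598 nm. Actives flag coupling-system interference.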
TSHR antagonist = blocks TSH signaling through the human TSH receptor; TSHR-expressing cells, TSH-stimulated cAMP HTRF, 2 h; stronger effect = lower value; activity change, negative = inhibition, % at 11.5 µM; 330,000 tested, 0.2% active; AID 504810;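 active = activity change below a set negative limit, meaning inhibition stronger than a set level, cut at about -70% in these data; inconclusive = activity change between two set negative limits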; also: % is scaled to controls: 0 for no effect and ±100 for the full control effect
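Cell-based HTRF cAMP assay; TSHR cells + compound, TSH EC80 (4nM final), 2 h, 37 deg C. Lysis with anti-cAMP cryptate and cAMP-d2, 30 min RT, read 665/620 nm.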
Giardia killer = kills Giardia lamblia. Giardia lamblia trophozoite viability. activity change, % at 7.66 µM, hits read low. 340,000 tested, 0.15% active. AID 540267; in the data active = activity change below about -80%; inconclusive = between about -30% and that limit;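 also: parasites exposed to compound for two days anaerobically before the ATP read; % is scaled to controls: 0 for no effect and ±100 for the full control effect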
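Giardia lamblia trophozoites (100 cells/well) were incubated with compounds for 48 h at 37 deg C under anaerobic conditions. Viability was read as ATP content by one-step luminescence after 15-30 min at room temperature.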
An asterisk follows results filed as active; i = inactive; u = inconclusive; x = no result given; [ ] = dose if it differs, or a comment. Unless noted, calls follow the shape of the dose curve; as a rule, active = well fitted curve in the direction sought with a large enough effect; inconclusive = small, poorly fitted or top-dose-only effect, or another doubt; inactive = no such curve, though single readings can be large; an effect the other way counts as inactive or inconclusive.

SMILES	TCR act	Tb PFK block	BCR signal inh	GALK inh	A-T KAP1 phos	hERG WT inh	MLL CXXC-DNA inh	FBPA coupling cs	TSHR antagonist	Giardia killer
O=C(O)c1cccc(NC(=O)c2ccc3c(c2)C(=O)N(Cc2ccco2)C3=O)c1	-11%	-6%	-5%	3%	-3%	i	-27%	0	6	-6
FC(F)(F)c1cc(-c2cccs2)n[nH]1	-5%	-4%	3%	1%	-2%	9	-3%	0	-8	-13
COc1ccc(N(CC(=O)Nc2ccc3c(c2)OCO3)S(=O)(=O)c2ccc(C)cc2)cc1OC	0%	1%	u	1%	0%	2	6%	-3	-11	-11
CSCCC(NC(N)=O)C(=O)N(C)CC(=O)Nc1ccc(C)cc1 (stereo not drawn)	-6%	3%	1%	4%	5%	-1	-4%	0	-7	34[activator]
CS(=O)(=O)c1nc(S(=O)(=O)c2ccc(Cl)cc2)c(NCCCn2ccnc2)s1	15%	-13%	5%	0%	-25%	8	-8%	x	22	8
Fc1cccc(Cl)c1CSc1nnc2ccccn12	-4%	-1%	-7%	10%	1%	50	-8%	9	20	1
CC(NC(=O)[C@H](Cc1c[nH]c2ccccc12)NC(=O)[C@@H]1Cc2ccccc2CN1)c1ccccc1 (stereo partly drawn)	0%	4%	1%	x	1%	2	0%	1	5	-15
CCOc1cc(C(=S)N2CCOCC2)ccc1OS(=O)(=O)c1ccc(OC)cc1	2%	-2%	-5%	6%	15%	2	-11%	3	-5	-10
Nc1ccccc1SCC(=O)Nc1ccc2c(c1)OCCO2	0%	-5%	-9%	-2%	4%	0	-7%	0	3	-1
OC(CNC1CCCc2ccccc21)COc1c(Cl)cccc1Cl (stereo not drawn)	2%[46.1 µM]	0%	u	1%	4%	16	u	0	-3	5
Cc1ccc(C(=O)Nc2ccc(NC(=O)c3ccco3)c(C)c2)cc1	5%	0%	10%	6%	-10%	14	-7%	-3	-9	u
CCOC(=O)C(NC(C)=O)(Nc1ccc(S(N)(=O)=O)cc1)C(F)(F)F (stereo not drawn)	9%[46.1 µM]	1%	3%	0%	x	3	-5%	-7	-11	11
CC(C)Cn1cnc2c1c(=O)n(CC(=O)O)c(=O)n2Cc1ccccc1	-15%	0%	u	0%	0%	2	-7%	-4	-2	0
Cc1c(O)ccc2c(CC(=O)N[C@@H](Cc3ccc(O)cc3)C(=O)O)cc(=O)oc12	-18%	7%	3%	0%	43%	-9	0%	0	13	22
Cc1ccc(NC(=O)CN2C(=O)S/C(=C/c3ccc(O)c([N+](=O)[O-])c3)C2=O)cc1C	-5%	u	u	3%	3%	4	-26%	7	-16	-82*
Cc1c(C(=O)NC(=S)N(Cc2ccccc2)c2ccccn2)cccc1[N+](=O)[O-]	-3%	-1%	2%	x	-4%	6	x	x	-3	-17
O=C(Nc1ccccc1C(F)(F)F)c1ccccc1Br	x	3%	-20%	3%	-1%	3	23%	3	5	-13
O=S(=O)(NC1CCCC1)c1ccc(S(=O)(=O)N2CCN(c3ccccc3)CC2)cc1	-1%	2%	1%	-3%	-1%	0	14%	3	-5	5
COC(=O)/C(=C1\Oc2ccc(C(C)(C)C)cc2S1)C(F)(F)F	-2%[46.1 µM]	0%	-2%	3%	5%	-1	11%	2	43	5
CC(O)CSc1nc2c(c(=O)[nH]c(=O)n2C)n1Cc1ccccc1Cl (stereo not drawn)	4%	1%	-18%	0%	31%	-13	-8%	-3	-16	11
CC1Sc2ccc(S(=O)(=O)CCC(=O)N3CCc4ccccc43)cc2NC1=O (stereo not drawn)	-4%	1%	2%	2%	3%	-2	10%	x	4	0
Cc1cnc(=O)[nH]c1SCc1ccc([N+](=O)[O-])cc1	6%	-11%	-4%	8%	-1%	-3	6%	-3	-3	-29
CCC(=O)Nc1c(S(=O)(=O)c2ccc(C)cc2)c2nc3ccccc3nc2n1C(C)c1ccccc1 (stereo not drawn)	-8%[46.1 µM]	-17%	u	-2%	0%	4	7%	0	7	-1
NC(=O)CSc1nc2ccccc2c(=O)n1Cc1ccco1	-3%[46.1 µM]	-1%	5%	2%	x	-13	7%	4	-2	-28
CCCc1nn(-c2ccccc2)c2c1C(c1cccs1)C(C#N)=C(N)O2 (stereo not drawn)	3%	0%	-4%	2%	-8%	-5	u	-1	-13	-3
CN(C)c1ccc(/C=N/NC(=O)C2CC2c2ccccc2)cc1 (stereo not drawn)	-1%	-9%	0%	0%	-2%	12	1%	0	-9	-9
CCCCN(C(=O)c1cccc(-c2ccc(OC(C)=O)cc2)c1)c1c(N)n(CCC)c(=O)[nH]c1=O	x	3%	-12%	x	7%	-7	x	x	x	36[activator]
CCc1cc(=O)oc2cc(C)cc(OCC(=O)NCCCN3CCOCC3)c12	-7%	-4%	9%	4%	-13%	0	-7%	2	12	15
CC(C)(C)c1nnc2sc(SCC(=O)c3ccccc3)nn2c1=O	2%	-10%	3%	-2%	-3%	-11	-8%	7	-2	-25
COc1cccc(NC(=O)CN(C)C(=O)CC(C)c2ccccc2)c1 (stereo not drawn)	-4%	-10%	u	-3%	-2%	-12	3%	x	7	-6
O=C(COC(=O)Cc1ccc(Br)cc1)NCc1ccc2c(c1)OCO2	6%	14%	-1%	x	0%	-2	x	x	4	-28
CCN(CC)CCNC(=O)c1ccc(NC(=O)c2ccc3c(c2)CCC3)cc1	3%	0%	-5%	-2%	7%	4	u	-2	4	26
Cc1ccc(C)c(NC(=O)c2cnccn2)c1	x	5%	0%	1%	-20%	1	-4%	1	-5	8
Cc1ccccc1N=C1NC(=O)CS1	-1%	-3%	-4%	5%	11%	3	-7%	-2	-1	4
CCCCc1nc(SCC(=O)Nc2nnc(CCCC)s2)n[nH]1	-5%	1%	4%	-2%	-6%	-20	-6%	9	-7	4
CSCCC(C(=O)N(C)CC(=O)Nc1cccc(F)c1)N1C(=O)c2ccccc2C1=O (stereo not drawn)	0%	-9%	3%	x	-4%	-1	x	x	-1	42[activator]
CCCOc1ccc(NC(=O)CC2C(=O)N(C)C(=S)N2Cc2ccc3c(c2)OCO3)cc1 (stereo not drawn)	-1%[46.1 µM]	-3%	0%	-2%	-5%	-1	7%	-3	-11	1
COc1cc(/C=C2\SC(=S)N(NC(=O)c3cccc(O)c3)C2=O)ccc1O	-7%	-1%	3%	1%	-17%	-5	-5%	6	-13	5
COc1cccc(/C=C/C(=O)OCC(=O)NCC2CCCO2)c1OC (stereo not drawn)	0%[46.1 µM]	0%	-15%	0%	4%	-5	-12%	-4	17	-8
O=c1cc(-c2ccc(O)cc2)oc2c(C3OCC(O)C(O)C3O)c(O)c(C3OC(CO)C(O)C(O)C3O)c(O)c12 (stereo not drawn)	8%	1%	-1%	2%	-14%	9	-3%	2	-10	-7
CCCCNC(=O)Nc1c(C(=O)OCC)[nH]c2ccccc12	1%	3%	4%	3%	10%	-13	-6%	0	43	-23
O=C(CCS(=O)(=O)c1ccccc1)Nc1nnc(-c2ccco2)o1	3%	-9%	7%	-8%	49%	-25	20%	x	-13	-8
COC(=O)c1cc(C(=O)NCC2CCCCC2)cc([N+](=O)[O-])c1	1%	-3%	9%	-2%	5%	-1	3%	-2	-5	-17
CC1Oc2ccccc2N(CC(=O)NCc2cccs2)C1=O (stereo not drawn)	3%[46.1 µM]	2%	0%	0%	-9%	18	-4%	1	-2	7
CCOC(=O)[C@H]1[C@H]2COc3cc(OC)ccc3[C@@H]2N2C(=O)CN(Cc3ccccc3)C(=O)[C@@]12C	1%	-15%	-6%	x	15%	1	x	x	-15	-13
CNC[C@H]1Oc2c(NS(=O)(=O)c3ccc(OC)cc3)cccc2C(=O)N([C@H](C)CO)C[C@H]1C	3%	0%	0%	x	-2%	9	x	x	0	12
CC(C)NC(=O)N(C)C[C@H]1Oc2c(NS(=O)(=O)c3cccs3)cccc2C(=O)N([C@H](C)CO)C[C@@H]1C	-4%	0%	0%	x	2%	3	x	x	-3	-3
Cc1onc(-c2ccccc2)c1-c1ccnn1C(=O)NC(C)C	0%	0%	2%	-4%	9%	-1	11%	3	-9	-27
CN(C)Cc1c(C(=O)N/N=C/c2cccnc2)nnn1-c1nonc1N	-1%	-12%	0%	7%	-7%	-8	10%	x	-9	1
CC(=O)Nc1ccc(C(=O)CSc2nnnn2C2CCCC2)cc1	-9%	2%	1%	-1%	3%	x	-6%	0	-11	2
CCc1nc(SCC#N)c(C#N)cc1C	x	-20%	8%	6%	9%	x	-8%	-2	32	x
Cc1cccc(OC2CCN(Cc3nc(CC4CC4)no3)CC2)c1	3%	-4%	-14%	0%	3%	2	-7%	-1	-44	35[activator]
CCCCc1c(O)nc(SCC(=O)c2ccccc2)[nH]c1=O	-2%	-7%	u	0%	x	2	5%	-2	6	-9
COc1cccc(Nc2ncccc2C(=O)O)c1	-4%	-7%	u	3%	1%	0	-15%	7	1	-16

Assay outcomes (PubChem BioAssay)
